# RSV CPE inhibition: inhibition of RSV-induced cytopathic effect – HEp-2 cells, primary 10 µM value included (AID 2391); HEp-2 cells, RSV-induced CPE inhibition; higher % means a stronger effect; CPE inhibition, % at 10 µM; hits with a dose series show IC50 in µM; 310,000 compounds, 0.13% hits; in the data active = a potency from the dose series; inconclusive = CPE inhibition mostly from about 23% at the one dose, without a potency; inactive = the rest, 99 in 100 with CPE inhibition below about 21%; note: strong numbers were not always called active
# AID2073: disruptors of CaV2.2 binding to Mint1 – biochemical, HTRF (AID 2073). HTRF protein-protein interaction, Mint1-CaV2.2; higher % means a stronger effect. inhibition, % at 20 µM, or IC50 in µM where a hit was titrated. 290,000 compounds, 0.19% hits; in the data active = inhibition mostly above about 51%, no sharp cut-off; inconclusive = no clear call, values can overlap the other calls; inactive = mostly below about 53%; note: some results filed as inactive read as strong as hits
# GPR35 arrestin U2OS: inhibition of zaprinast-stimulated GPR35 beta-arrestin translocation – imaging, U2OS, beta-arrestin-GFP, zaprinast agonist, primary screen (AID 2058). inhibition, % at 10 µM; hits with a dose series show IC50 in µM. U2OS GPR35 beta-arrestin-GFP translocation imaging, zaprinast antagonism; higher % means a stronger effect. 290,000 compounds, 0.052% hits;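 active = inhibition of at least 50% with at least 30 cells and total cytoplasm GFP at most 10,000,000; inconclusive = under 30 cells or total GFP of 10,000,000 plus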
# K1F lysis inhibition: inhibition of K1F phage lysis, E. coli UTI89, bacterial capsule biogenesis inhibitors, alamar blue (AID 488966); E. coli UTI89 K1F phage lysis, alamar blue, 2 h; higher % means a stronger effect; 340,000 compounds, 0.02% hits; inhibition, % at 100 µM, or IC50 in µM where a hit was titrated;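 active = phage lysis inhibition, versus mean bacterial control, above a set limit; inconclusive = no clear call, values can overlap the other calls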;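 note: capsule biogenesis inhibitors block K1F phage lysis so surviving cells raise fluorescence; higher fluorescence means more inhibition of phage lysis; actives were called in the ten point dose series up to 300 µM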
# NS5 inhibitors: Dengue-2 NS5 methyltransferase inhibitors, primary screen, biochemical, confirmation dose response (AID 588689). one-dose inhibition, % at 25 µM; IC50 in µM for titrated hits. 340,000 compounds, 0.3% hits. Dengue-2 NS5 methyltransferase capping enzyme assay, biochemical; higher % means a stronger effect; in the data active = a potency from the dose series; inconclusive = inhibition above about 29% without an active follow-up result
# Autophagy mod: autophagy modulation, high-content screen; MEF GFP-LC3 puncta imaging; test concentration mostly 10 µM; calls only at 10 µM (by protocol); 190,000 compounds, 0.98% hits;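 active = percentage of spot-positive cells more than 3 SD above its plate mean, without a fluorescence outlier flag or 80% toxicity; inconclusive = no clear call, values can overlap the other calls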;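 note: spot-positive cell cutoff set from DMSO-treated cells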
# WT yeast gro inh: growth inhibition of WT yeast, mitochondrial fusion screen | mitochondrial fusion phenotypic screen, WT strain | inhibition, % at 10 µM | 190,000 compounds, 2.1% hits | AID 1362; in the data active = inhibition above about 58%; tested in S. cerevisiae
# LYP phosphatase: PTPN22 lymphoid phosphatase activity blockers – biochemical, fluorescence intensity, uHTS (AID 1779); recombinant LYP phosphatase, fluorescence intensity; higher % means a stronger effect; 290,000 compounds, 0.054% hits; inhibition, % at 11.5 µM; hits with a dose series show IC50 in µM; in the data active = inhibition above about 50%;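 note: plate controls were vehicle with enzyme for no effect and no enzyme for full effect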
# NTR1 agonist: agonists of NTR1, primary screen, imaging, U2OS cells, beta-arrestin-GFP, high content (AID 493036); activation, % at 20 µM; NTR1-U2OS beta-arrestin-GFP spot imaging, agonist mode; P30989; 330,000 compounds, 0.17% hits;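 active = activation at or above 40% of the spot to cytoplasm intensity ratio, with at least 20 cells analyzed; inconclusive = wells under 20 cells, flagged as cytotoxic or low count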;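 note: 0% = DMSO without peptide and 100% = 100 nM NTR1 peptide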
# Target sequence (P30989 whole entry, looked up): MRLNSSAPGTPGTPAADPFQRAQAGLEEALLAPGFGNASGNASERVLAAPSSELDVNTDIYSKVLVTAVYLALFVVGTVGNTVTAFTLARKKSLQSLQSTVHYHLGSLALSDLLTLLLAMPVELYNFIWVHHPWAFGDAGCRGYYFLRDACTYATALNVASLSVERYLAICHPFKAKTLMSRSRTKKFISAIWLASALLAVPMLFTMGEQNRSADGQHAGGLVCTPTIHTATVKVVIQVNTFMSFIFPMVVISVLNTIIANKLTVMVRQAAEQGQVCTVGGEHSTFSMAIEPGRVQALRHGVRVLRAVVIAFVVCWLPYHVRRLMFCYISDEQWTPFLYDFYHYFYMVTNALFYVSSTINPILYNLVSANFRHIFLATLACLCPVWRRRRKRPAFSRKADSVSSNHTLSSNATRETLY
# WT yeast gro inh mutant strain: further read-out of WT yeast gro inh, marked with its call; inhibition, %; mitochondrial fusion phenotypic screen, mutant strain inhibition
# Autophagy mod cell loss 18 h: second read-out of Autophagy mod, no call of its own (marks repeat the call); toxicity, %; measured here: cell loss, nuclei count;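 cell loss after 18 h compound exposure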
# NTR1 agonist cell count 20 µM: recorded beside NTR1 agonist, whose call it bears; cell count; measured here: cell count, cytotoxicity flag
# NS5 inhibitors pilot replicate: also measured in NS5 inhibitors; calls as there; inhibition, %; measured here: pilot screen replicate inhibition
# An asterisk follows results filed as active; i = inactive; ? = inconclusive; . = no result given; [ ] = another dose, or the depositor's remark.
SMILES,RSV CPE inhibition,AID2073,GPR35 arrestin U2OS,K1F lysis inhibition,NS5 inhibitors,Autophagy mod,Autophagy mod cell loss 18 h,WT yeast gro inh,WT yeast gro inh mutant strain,LYP phosphatase,NTR1 agonist,NTR1 agonist cell count 20 µM,others
O=C(Cc1ccccc1)N/N=C\c1ccc(Br)o1,.,0%,12%,-0.8%,-12%,i,-4,-1,12,1%,.,.,
C=CCc1c(C)nc(C)nc1N/N=C/c1ccc([N+](=O)[O-])cc1,3.2%,4%,-11%,-0.2%,.,i,-7,5,9,0%,0.6,45,
CN(C)C=Nc1ccccc1C1C=NNC1=O (stereo not given),2.6%,9%,7%,.,.,.,.,.,.,-5%,-0.8,43,
CC(NC(=O)/C=C/c1cnc2ccccc2n1)C12CC3CC(CC(C3)C1)C2 (stereo not given),?,0%,4%,2.6%,3%,i,6,53,16,2%,5.4,46,
O=C(O)C(Nc1nc(C(F)(F)F)nc2ccccc12)c1ccccc1 (stereo not given),0.6%,8%,8%,0.6%,3%,.,.,.,.,-7%,-0.4,47,
N/C(CN1CCCC1=O)=N\OC(=O)c1ccc(Cl)cc1,1.5%,1%,16%,2.1%[50 µM],-3%,i,-7,-8,-5,-7%,3.5,75,
N#CC1=C(N)OC2=C(C(=O)CCC2)C1c1cccs1 (stereo not given),-0.8%,12%,11%,0.1%,.,i,2,-2,-4,-3%,2.7,52,
CC(=O)Nc1ccc(S(=O)(=O)N2CCN=C2SCc2ccc(C)cc2)cc1,6.7%,6%,-2%,-0.2%,5%,.,.,.,.,-5%,0.5,40,
CCCC(=O)Nc1nnc(CC(=O)N2CCCC2)s1,1.5%,29%,9%,-1.2%,2%,i,-3,3,-3,-2%,0.4,58,
O=P(O)(CCc1ccccc1)C(O)c1ccccc1 (stereo not given),1.1%,-2%,11%,0.9%[50 µM],-2%,i,2,0,-5,1%,0.6,66,
O=C(NCC1CCCO1)c1ccc(Cl)c(S(=O)(=O)N2CCCCC2)c1 (stereo not given),7.5%,7%,2%,0.0%,3%,.,.,.,.,-8%,1.4,59,
COc1cc(OC)cc(-c2nnc(SCC(=O)N(C(C)C)C(C)C)o2)c1,-0.1%,12%,8%,-0.1%,-8%,i,-8,6,41,-2%,0.1,59,
CC(C)c1cc(C(=O)Nc2ccc3c(c2)OCO3)no1,0.6%,20%,-5%,0.2%,3%,i,8,9,-1,-2%,4.2,95,
CCN(C(=O)c1ccco1)c1nc(CC(=O)Nc2ccc(Cl)cc2)cs1,?,-1%,6%,-0.1%,-13%,i,-18,-6,10,2%,0.2,43,
CCOC(=O)c1c(CN2CCOCC2)oc2ccc(OC)cc12,0.2%,8%,6%,0.3%,-3%,i,17,-5,-12,-5%,-1.6,78,NS5 inhibitors pilot replicate=-6.5

# The final two compounds of the part above are carried over, then new ones follow.
SMILES,RSV CPE inhibition,AID2073,GPR35 arrestin U2OS,K1F lysis inhibition,NS5 inhibitors,Autophagy mod,Autophagy mod cell loss 18 h,WT yeast gro inh,WT yeast gro inh mutant strain,LYP phosphatase,NTR1 agonist,NTR1 agonist cell count 20 µM,others
CCN(C(=O)c1ccco1)c1nc(CC(=O)Nc2ccc(Cl)cc2)cs1,?,-1%,6%,-0.1%,-13%,i,-18,-6,10,2%,0.2,43,
CCOC(=O)c1c(CN2CCOCC2)oc2ccc(OC)cc12,0.2%,8%,6%,0.3%,-3%,i,17,-5,-12,-5%,-1.6,78,NS5 inhibitors pilot replicate=-6.5
CC(=O)N1CCc2c(sc(NC(=O)C3CCN(S(=O)(=O)c4cccs4)CC3)c2C(N)=O)C1,3.6%,.,.,1.4%[50 µM],-30%,.,.,.,.,.,-1.3,54,
CCN(CC)CC(=O)Nc1sc2c(c1C(=O)c1ccccc1C)CCC2,16%,10%,19%,0.7%,0%,i,-5,57,9,0%,6.0,56,
C=CCNC(=O)c1ccc(CN(c2ccc(OCC)cc2)S(=O)(=O)c2ccc(C)cc2)cc1,5.7%,13%,-6%,0.2%,3%,.,.,.,.,-3%,-0.2,53,
CCN(CC)S(=O)(=O)c1ccc(NC(=S)NC(=O)C(C)C)cc1,2.2%,-4%,0%,2.7%,-1%,i,-11,18,33,2%,1.9,50,
COc1cc2[nH]c(=S)nc(NCc3cccc(Cl)c3)c2cc1OC,0.4%,-31%,-14%,0.0%,-8%,.,.,.,.,-2%,1.8,44,
Cc1ccccc1C(=O)Nc1ccc(CN2CCOCC2)cc1,1.6%,7%,1%,1.6%,1%,.,.,.,.,-13%,-0.1,58,
Cc1cc(F)ccc1NC(=O)c1ccc(NS(=O)(=O)c2cc(C(C)(C)C)ccc2C)cc1,4.0%,9%,-2%,-1.7%[50 µM],-6%,i,-1,3,-8,4%,3.7,52,
O=C(c1cc(F)c(F)cc1Cl)N1CCN(CCc2ccccc2)CC1,0.3%,2%,6%,0.2%,-2%,.,.,.,.,-8%,-1.0,64,
O=C(NCCCN1CCOCC1)c1cc(-c2ccc(Br)cc2)on1,-2.4%,-1%,1%,-0.6%,-1%,i,2,24,38,-4%,0.3,70,
O=C(C1CCN(C2CCN(CC3CC=CCC3)CC2)CC1)N1CCOCC1 (stereo not given),-2.7%,0%,8%,1.4%[50 µM],8%,i,7,2,5,-13%,-1.0,44,
CCn1ncc(Cl)c1C(=O)NC(=S)Nc1ccccc1Br,-0.6%,15%,3%,-0.2%,-6%,.,.,.,.,-4%,1.4,66,
C=CCn1c(C(C)NC(=O)c2cccc(C)c2)n[nH]c1=S (stereo not given),0.5%,9%,-3%,-0.3%,9%,i,-35,4,-6,-1%,-0.5,79,
CCc1cc(=O)oc2c(C)c(O)c(CN(C)C)cc12,-0.4%,?,4%,-0.1%,8%,i,17,4,17,-20%,-0.3,59,
COc1cc(/C=C/C(=O)O)cc(S(=O)(=O)N2CCCc3ccccc32)c1OC,1.6%,-19%,11%,-0.1%,-9%,.,.,.,.,-2%,1.5,50,
CC1CC2=C(NC(=S)NC2c2ccc(F)cc2)/C(=C/c2ccc(F)cc2)C1 (stereo not given),9.1%,-42%,-10%,6.4%,5%,i,17,.,.,1%,7.0,61,
O=C(CC(=O)Nc1ccc(F)cc1)Nc1ccc(F)cc1,0.0%,3%,-3%,0.1%,-5%,.,.,.,.,-9%,0.0,73,
CN(c1ccccc1)c1nc(N)c([N+](=O)[O-])c(NC2CCCCC2)n1,6.9%,-5%,4%,3.7%[50 µM],-3%,.,.,.,.,0%,39,67,
O=C(c1c[nH]c2ccc(F)cc2c1=O)N1CCCCCC1,1.4%,2%,14%,0.4%,1%,i,31,-21,13,-8%,1.5,76,
Cc1cc(Cl)ccc1NC(=S)NCc1cccs1,10%,-5%,5%,-1.7%,-6%,i,4,12,1,-2%,3.4,61,
Cn1c(=O)c2cnc(-c3ccc(C(F)(F)F)cc3)nc2n(C)c1=O,0.7%,5%,2%,0.2%,9%,.,.,.,.,4%,1.7,53,
CC1(C)C=C(c2ccc(C(=O)O)s2)CC(C)(C)N1,0.9%,-2%,-13%,0.0%,3%,i,-1,-13,-13,-9%,0.2,30,
C=CCSc1nc(C)c(CC(=C)C)c(=O)[nH]1,0.5%,3%,0%,-0.2%,-4%,i,-24,-2,3,-3%,-0.7,38,
O=C(C1=C(O)C(=O)N(CCOCCO)C1c1cccc([N+](=O)[O-])c1)c1cccs1 (stereo not given),.,-5%,3%,-0.1%,-2%,.,.,.,.,-3%,0.9,37,
CCCC1C(=O)Nc2ccccc2N1C(=O)c1cccc(C)c1 (stereo not given),0.9%,-7%,-7%,0.1%,-11%,.,.,.,.,-4%,1.7,81,
CSCCNC(=O)c1ccc(C(C)(C)C)cc1,1.8%,-4%,-4%,-0.9%,2%,i,3,6,-1,-4%,-1.3,55,
COc1cc(/C=N\NC(=O)c2ccccc2F)ccc1Oc1ccc([N+](=O)[O-])cn1,2.0%,2%,6%,-1.2%,5%,.,.,.,.,0%,-0.4,43,
CC1CCCN(CCCNC(=O)C2CCC(CNS(=O)(=O)c3cccc4nsnc34)CC2)C1 (stereo not given),1.1%,6%,2%,0.2%,2%,.,.,.,.,-9%,0.5,59,
CC12CC(NC(=O)N1Cc1ccccc1)c1ccccc1O2 (stereo not given),-0.2%,5%,10%,0.0%,-2%,i,-1,-3,0,-6%,1.1,79,
COc1ccc(NC(=O)c2ccco2)cc1NC(=O)c1ccccc1,.,-18%,-3%,0.4%,-7%,.,.,.,.,-12%,-0.3,53,
O=C(CCc1nc2ccccc2c(=O)[nH]1)Nc1nnc(SCc2ccccc2)s1,-2.7%,.,.,1.5%[50 µM],18%,.,.,.,.,.,-1.5,68,
COc1ccc(C(C)=O)cc1CN1CCCCC1,1.1%,14%,-6%,3.5%,-2%,i,0,-8,-21,-1%,0.9,59,
Cc1cc(C)nc(-n2nc(C)c3c(C(=O)O)cc(-c4cccc(Br)c4)nc32)n1,-0.7%,11%,14%,0.2%,3%,.,.,.,.,-8%,0.2,58,
O=C(N1CCOCCOc2ccccc2OCCOCC1)C(F)(F)F,0.2%,-4%,-13%,-0.2%,-8%,.,.,.,.,-10%,-0.2,52,
Cc1ccc(/C=N/Nc2cc(C)nc(N3CCOCC3)n2)cc1,6.4%,-9%,-13%,0.8%,-2%,.,.,.,.,-2%,3.7,47,
O=C(c1cnn2c1NC(c1ccc(Br)cc1)CC2C(F)(F)F)N1CCN(C23CC4CC(CC(C4)C2)C3)CC1 (stereo not given),2.7%,11%,-19%,2.2%,-2%,i,8,57,8,2%,-0.6,73,
Cc1cccc(N(C(=O)Cc2cccs2)C(C(=O)NC2CCCC2)c2ccsc2)c1 (stereo not given),.,2%,-1%,1.1%,1%,i,-7,0,-22,-10%,.,.,
COC(=O)c1ccc(CSc2nc3ccccc3c(=O)n2-c2ccccc2)o1,5.9%,-1%,26%,0.1%,-2%,i,-8,28,8,1%,2.0,37,
CCC(CCC(=O)Nc1nncs1)C(=O)O (stereo not given),.,0%,-7%,.,.,i,5,-2,1,-6%,.,.,
O=C1N[C@@H](Cc2ccccc2)C(=O)N2[C@H]1C[C@]1(Br)c3ccccc3N(S(=O)(=O)c3ccccc3)[C@H]21,0.4%,.,.,0.4%,-5%,.,.,.,.,.,0.0,42,
O=C(COc1ccccc1)NN1C(=O)CSC1=S,2.1%,-7%,2%,-0.2%,-11%,i,-2,-3,-10,0%,2.8,67,
O=C(c1cccs1)N(Cc1cccc(F)c1)C1CCS(=O)(=O)C1 (stereo not given),1.2%,-1%,3%,0.3%,-11%,.,.,.,.,-8%,0.5,46,

# Compound activity: PubChem BioAssay, several laboratories
